M5 antag = antagonists of human muscarinic M5 receptor (CHRM5); P08912; hit rate 0.59% among 360,000; inhibition, % at 3 µM; CHO-hM5 cells, Fluo-8 calcium fluorescence, ACh EC80;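 active = inhibition above a per-plate cutoff, the mean of that plate's test compounds plus 3 SD, cut at about 27% in these data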;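 note: 0% = acetylcholine EC80 with DMSO and 100% = DMSO without agonist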
M1 PAM = potentiates human M1 receptor response to acetylcholine; P11229; CHO-K1 hM1, Fluo-8 calcium fluorescence, ACh EC20; 0% = ACh EC20, 100% = maximal ACh; activation, % at 3 µM; hit rate 0.088% among 360,000; AID 588819; in the data active = activation above about 19%, passing the limit was not always enough
M4 antag = antagonists of human muscarinic M4 receptor (CHRM4). P08173. CHO-hM4 cells, ACh EC80, Fluo-8 calcium fluorescence. inhibition, % at 3 µM. hit rate 0.73% among 360,000. AID 624125;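 active = inhibition above its plate's cutoff, the mean inhibition of sample wells plus 3 SD, cut at about 27% in these data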;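 note: 0% = acetylcholine EC80 with DMSO and 100% = DMSO without agonist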
Target sequence (P08173 whole entry, looked up): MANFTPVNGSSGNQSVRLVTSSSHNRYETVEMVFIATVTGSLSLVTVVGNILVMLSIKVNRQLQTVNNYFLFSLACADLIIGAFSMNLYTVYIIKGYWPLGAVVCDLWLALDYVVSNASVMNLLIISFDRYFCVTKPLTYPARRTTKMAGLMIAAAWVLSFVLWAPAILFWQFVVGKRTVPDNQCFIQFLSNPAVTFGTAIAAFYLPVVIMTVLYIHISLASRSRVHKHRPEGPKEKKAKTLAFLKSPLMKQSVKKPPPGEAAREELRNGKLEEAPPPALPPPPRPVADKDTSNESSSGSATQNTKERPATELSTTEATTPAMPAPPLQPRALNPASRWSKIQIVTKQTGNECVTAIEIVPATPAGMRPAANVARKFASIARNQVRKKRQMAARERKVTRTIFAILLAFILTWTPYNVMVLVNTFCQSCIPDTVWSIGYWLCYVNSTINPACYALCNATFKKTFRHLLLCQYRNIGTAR
CHRM1 agonist = human M1 muscarinic receptor agonism; activation, % at 3 µM; CHO-K1 hM1, Fluo-8 calcium fluorescence, agonist mode; 0% DMSO, 100% acetylcholine EC100; P11229; AID 588814; hit rate 0.33% among 360,000;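 active = activation above the run's mean compound activation plus 3 SD, cut at about 16% in these data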;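 note: peak over basal fluorescence ratio within a 140 s kinetic read after compound addition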
M1 antag = blocks human M1 muscarinic receptor | P11229 | CHO-K1 hM1, Fluo-8 calcium fluorescence, ACh EC80 antagonist | inhibition, % at 3 µM | hit rate 1.3% among 360,000 | AID 588852;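 active = percent inhibition above its own plate's cutoff, namely the mean of that plate's compound wells plus 3 SD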;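 note: peak over basal fluorescence ratio during 140 s after agonist addition; 0% = ACh EC80 plus DMSO and 100% = DMSO alone without agonist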
CHRM4 agonist = CHRM4 agonism in calcium assay; P08173; CHO-K1 hM4/Gqi5, Fluo-8 calcium fluorescence; vehicle 0%, full acetylcholine response 100%; activation, % at 3 µM; hit rate 0.14% among 360,000;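 active = activation above the run mean over all test wells plus 3 SD, cut at about 32% in these data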;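 note: peak over basal fluorescence ratio per well then scaled between controls; 0% = DMSO wells and 100% = acetylcholine at EC100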
CHRM5 PAM = positive allosteric modulators of human muscarinic M5 receptor; P08912; activation, % at 3 µM; AID 624038; CHO-K1 hM5, Fluo-8 calcium, ACh EC20 PAM; 0% = ACh EC20, 100% = ACh EC100; hit rate 0.3% among 360,000;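 active = activation above the run cutoff, the mean activation of all test compounds plus 3 SD, cut at about 18% in these data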
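Test system: CHO-K1 hM5 cells / Doses: single-point, 3 µM nominal / Times: Post-acetylcholine fluorescence recording 140 s / Technique: Fluo-8 calcium fluorescence / Measure: Max/basal fluorescence ratio as % of EC20–EC100 ACh window / Benchmarks: low control EC20 acetylcholine (0%), high control EC100 acetylcholine (100%) / Replicates: one well per compound, no replicates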
TAAR1 ag = agonists of human TAAR1 | Q96RJ0 | CHO RD-HGA16 TAAR1, Fluo-8 calcium fluorescence; vehicle wells 0%, saturating PEA agonist 100% | activation, % at 3 µM | hit rate 0.99% among 360,000;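 active = activation above the mean activation of all test compounds in the run plus 3 SD, cut at about 38% in these data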
Target sequence (Q96RJ0 whole entry, looked up): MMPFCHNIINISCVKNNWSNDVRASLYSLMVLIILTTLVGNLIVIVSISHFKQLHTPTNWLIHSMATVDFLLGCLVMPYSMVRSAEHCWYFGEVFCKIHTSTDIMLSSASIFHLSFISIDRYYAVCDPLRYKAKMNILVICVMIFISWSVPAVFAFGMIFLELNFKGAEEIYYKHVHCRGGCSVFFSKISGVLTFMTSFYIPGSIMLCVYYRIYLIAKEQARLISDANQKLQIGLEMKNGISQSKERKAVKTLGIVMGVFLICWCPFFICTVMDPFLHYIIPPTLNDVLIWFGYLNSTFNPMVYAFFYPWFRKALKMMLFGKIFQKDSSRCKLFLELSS
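System: CHO-derived RD-HGA16 cells with stable Gα16 and human TAAR1. Times: 17-24 h plating, Fluo-8 75 min 37 °C, 30 min RT. Measured by: calcium-sensitive Fluo-8 signal, excitation 470-495, emission 515-575 nm. Read-out basis: % activation relative to PEA EC100 response. Control set: DMSO and PEA EC100. Repeats: no replicates (n 1).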
M5 ag = agonists of human muscarinic M5 receptor (CHRM5). P08912. CHO-K1 hM5 cells, Fluo-8 calcium fluorescence; 0% DMSO wells, 100% maximal acetylcholine response. activation, % at 3 µM. hit rate 0.19% among 360,000;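 active = activation above the run's mean over test compounds plus 3 SD, cut at about 23% in these data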;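 note: signal is peak over basal fluorescence ratio across the kinetic read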
Starred values were filed as active, the others as inactive; . = not tested or not shown. Not all compounds are listed; the hit share may differ from the screen's.

M5 antag	M1 PAM	M4 antag	CHRM1 agonist	M1 antag	CHRM4 agonist	CHRM5 PAM	TAAR1 ag	M5 ag	SMILES
1	3	-3	-3	-11	0	-1	1	0	CC(=O)Nc1cnc(-c2cccc(C(=O)N(C)C)c2)cn1
-1	8	-14	-2	-7	4	1	7	-8	COCc1c(Br)c(C)nc(OCC(=O)O)c1C#N
-2	-5	-7	-6	-30	0	-3	1	-8	CCOc1cc(/C=N/NS(=O)(=O)c2ccccc2)ccc1OS(=O)(=O)c1ccc(C)cc1
-4	11	-15	-2	-16	0	5	4	3	NC(=O)C1CCCN(C(=O)CNC(=O)C23CC4CC(CC(C4)C2)C3)C1 (centres undefined)
4	10	21	-1	1	-1	-3	0	2	CCOC(=O)Nc1cc(C(=O)OC)ccc1C
4	4	10	-3	-7	2	-4	0	2	CCC(C)[C@H](NC(=O)Nc1ccccc1F)C(=O)O (some centres undefined)
5	20	-1	8	-14	5	-2	2	0	CC(C)Nc1ncnc2c1ncn2[C@H]1CN(Cc2ccncc2)C[C@@H](CO)O1
0	12	-10	0	-7	4	2	4	0	CCOc1ccccc1NC(=O)CSc1nncc2ccccc12
0	-8	-4	-7	8	1	-15	-2	-5	Nc1cccc(-c2cc3ccccc3oc2=O)c1
3	10	7	-1	-11	0	1	1	0	O=[N+]([O-])c1cnc2ccccn12
13	-1	-6	-2	-4	0	-6	1	3	C[C@]12C(=O)N(c3ccc(Br)cc3)C(=O)N1[C@H]1c3ccccc3OC[C@@H]1[C@H]2c1ccccc1
-5	2	-5	1	-31	3	-4	10	1	COc1ccc(C(=O)Cc2cc(OC)c(OC)cc2[N+](=O)[O-])c(OC)c1
-16	12	-11	-8	-8	1	10	3	-4	Cc1ccc(Cl)c(OCC(=O)OCC(=O)NC2CCCc3ccccc32)c1 (centres undefined)
1	1	-9	-5	-2	0	-4	7	-3	CCOC(=O)c1cn(Cc2c(C)c(C)c(C)c(C)c2C)nn1
-4	6	-23	-8	-9	4	-7	-1	-6	Clc1cccc(-c2nc(NCC3CCCO3)c3ccccc3n2)c1 (centres undefined)
12	-3	-7	-3	5	12	-7	0	-2	COc1ccc(C)cc1NC(=O)c1nn(C)cc1Br
-4	10	-12	-2	-7	1	8	3	3	COc1ccc(NC(=O)CSc2nnc(-c3cccs3)n2N)cc1S(N)(=O)=O
7	-7	1	-2	13	18	-19	17	6	CCN(Cc1nc2cc(Cl)ccc2c(=O)[nH]1)C(=O)c1cccc(NC(=O)c2cccs2)c1
2	-10	4	-6	24	-2	-8	11	-5	Cc1ccc(C(=O)c2cnc3ccccc3c2-c2ccccc2)cc1
-5	-4	-12	-6	-5	1	-1	4	-1	CCN(CC)C(=O)CCCc1c[nH]c2ccccc12
-6	4	0	-4	-4	4	-1	2	2	COc1ccc(OCC(=O)N2CCN(C(=O)COc3ccc(Br)cc3)CC2)cc1
4	0	6	-5	1	8	-6	1	3	O=C(c1ccc(F)cc1)N1CCC(C(=O)N2CCN(S(=O)(=O)c3ccccc3Br)CC2)CC1
23	-10	5	1	21	6	-29	11	1	CCN(CC)S(=O)(=O)c1ccc(Cl)c(NC(=S)NC(=O)C2CCCC2)c1
-1	1	4	-2	3	1	2	7	2	CCc1ccc2c(c1)C1(SC(NC(C)=O)=NN1C(C)=O)C(=O)N2C(C)C (centres undefined)
12	-6	11	-5	14	5	-6	4	-7	COc1ccc(C(=O)N2CCN(C3CCC(c4ccccc4)CC3)CC2)cc1OC (centres undefined)
4	8	2	-4	-6	0	0	9	2	CSc1ccc(/C=N\NC(=O)CC(=O)NC(C)C)cc1
9	8	0	-3	-7	1	-1	1	1	O=C(NCCC1CCCCN1S(=O)(=O)c1ccccc1)C(=O)NC1CC1 (centres undefined)
-2	3	4	-2	-1	0	9	0	-6	C=C(C)C1Cc2nc(N)nc(C)c2C1 (centres undefined)
8	3	7	-7	1	1	-3	7	0	C=CCNC(=O)/C(=C\c1ccc(OC)cc1)NC(=O)c1ccc([N+](=O)[O-])cc1
-2	11	0	-2	-12	1	12	5	1	Cc1c(C)n(O)c2ccc3nonc3c12
2	1	4	-3	17	0	-9	6	-3	COc1ccc(/C=C/c2nc3ccccc3c(=O)n2-c2cccc(C(=O)O)c2)cc1
21	-12	0	-4	6	7	-8	5	0	O=C(c1cc(C2CCCCN2C(=O)CCCc2ccccc2)on1)N1CCOCC1 (centres undefined)
1	-1	-9	-5	-5	1	-4	.	-3	O=C(CCN1CCc2ccccc2C1)c1ccc2c(c1)OCCO2
4	4	-4	-2	-1	1	3	0	3	O=[N+]([O-])c1ccc(Oc2cc(NC3CCCCCCC3)c([N+](=O)[O-])cc2[N+](=O)[O-])cc1
9	-1	8	-5	-2	1	-3	0	-3	COc1ccc(-n2nc3c(c2NC(=O)CCCl)CSC3)cc1
3	8	13	0	-4	1	4	9	-4	CSc1nc(NS(=O)(=O)c2cc(Br)ccc2Br)cc(=O)[nH]1
1	-3	-4	-4	-7	1	-5	11	-2	CC1(C)C(N(O)C(=O)Nc2ccc(Cl)cc2)N(c2ccc(Cl)cc2)C(=O)N1CC(=O)NN (centres undefined)
1	-5	0	-6	-2	6	-3	5	-2	CC(=O)Nc1ccc(-c2c(C)cc3oc(=O)cc(-c4ccccc4)c3c2C)cc1
-7	5	-5	-1	-14	2	9	1	8	CC(C)CN(C(=O)CSc1nc(N)cc(N)n1)C1CCS(=O)(=O)C1 (centres undefined)
-8	8	-1	-10	-8	0	4	4	-3	CN(Cc1ccccc1)C(=O)c1ccccc1Br
15	15	9	1	-18	0	-1	10	-1	O=C(NCC1CCCCC1)c1ccc(=O)[nH]c1
6	5	-7	-4	-13	1	0	1	-2	C/C(=N\NS(=O)(=O)c1ccc(C)c([N+](=O)[O-])c1)c1ccc2c(c1)OCO2
3	-1	5	-5	-2	1	-4	5	-1	COC(=O)c1c(NC(=O)c2ccccc2)sc2c1CC(C)(C)OC2
11	5	-8	-4	-21	3	-12	-2	-2	Cc1cccc(N2CCN(S(=O)(=O)c3ccc(Cl)nc3)CC2C)c1 (centres undefined)
1	4	-4	-7	-7	3	-1	0	0	COC(=O)CCc1nc2c(C#N)c(-c3ccc(Cl)cc3)ccn2n1
11	11	-7	1	-6	2	7	2	-1	COc1ccc(/C=C2\SC(=O)N(CCC(=O)N3CCCCC3)C2=O)cc1OC
5	-2	-4	-5	1	0	-6	-1	-3	COc1ccc(-c2noc3c2-c2nc(C(C)C)sc2CC3)cc1
4	-9	5	-4	4	0	0	1	2	CC(O)c1cccc(NC(=O)CCC(=O)O)c1 (centres undefined)
3	0	-6	-4	-1	1	-4	7	-2	CCCOC(=O)c1c(NC(=O)CSc2nc(-c3ccco3)cc(C(F)(F)F)n2)sc(C(=O)OC)c1C
9	-1	10	-5	-2	1	-3	0	3	COC(=O)C1=C(C(=O)OC)C(c2cc(Br)ccc2O)c2sc(=O)[nH]c2S1 (centres undefined)
-24	-1	5	-10	7	0	11	0	-1	COCCCNCC(O)COc1cccc2[nH]c(C)cc12 (centres undefined)
1	14	7	-2	-16	1	-1	1	2	COc1ccc(-n2c(SCC(=O)N3CCc4ccccc43)nnc2-c2c[nH]c3ccccc23)cc1
-5	5	-6	-2	1	2	1	1	0	CCOC(=O)N1CCC(NC(=O)CCC(=O)N2CC(C)Oc3ccc(Cl)cc32)CC1 (centres undefined)
7	5	7	-2	-10	0	4	0	-2	COC(=O)C1=C(Nc2cc(Cl)cc(Cl)c2)CSC1
-5	5	1	-4	-9	0	3	0	-4	CCCCNS(=O)(=O)c1ccc(OC)c(C)c1
5	0	2	-5	5	0	-2	1	-1	CCc1ccc(-n2c(SCC(=O)N3Cc4ccccc4CC3C(=O)O)nnc2-c2ccncc2)cc1 (centres undefined)
11	8	9	-4	-8	2	-7	1	-1	COc1ccc(OC)c(/C=N/NC(=O)c2ccc(N(C)S(=O)(=O)c3ccccc3)cc2)c1
1	8	-8	2	-4	3	0	19	-1	Cc1nc(NC(=O)c2ccccc2)sc1-c1csc(N)n1
1	-1	-13	-2	0	1	-4	2	1	COC(=O)C(C)Sc1nc(N)c(NC(=O)c2ccco2)c(=O)[nH]1 (centres undefined)
-5	3	-4	-2	-9	9	-1	14	4	C=CCC[C@H](Cc1ccc(F)cc1)C(=O)OC[C@@H](NC(=O)[C@H](CC=C)CC(=O)NCCO)C(C)(C)C

Next part.
M5 antag	M1 PAM	M4 antag	CHRM1 agonist	M1 antag	CHRM4 agonist	CHRM5 PAM	TAAR1 ag	M5 ag	SMILES
-20	7	-1	1	-6	5	-5	4	5	O=C(NNC(=S)Nc1ccc(Cl)cc1)c1cccs1
6	-6	3	-1	0	4	-3	7	5	COc1cccc(-c2cnc(C(O)c3cc(C)cc(C)c3)[nH]2)c1 (centres undefined)
12	-1	-3	-9	4	0	-6	4	-2	O=C(NC1CCCCC1)c1n[nH]c2c1CCCCC2
2	-4	-1	-3	11	2	5	8	0	COC(C[C@@H]1O[C@@H]1C(=O)[C@H](C)OCc1ccccc1)OC
6	2	5	-5	11	0	1	6	-3	CCC(c1nnnn1Cc1cccs1)N1CCN(C(=O)c2ccco2)CC1 (centres undefined)
4	10	5	-2	-13	0	3	.	-1	COc1ccccc1Nc1nc(N(C)c2ccccc2)nc(N)c1[N+](=O)[O-]
16	-11	17	4	25	11	-13	11	-2	CC(/C=C(\NC(=O)c1ccccc1)C(=O)N=Nc1c(O)[nH]c2ccc(C)cc12)=C\c1ccccc1
0	5	-1	-1	-7	0	5	0	-3	Cc1cccc(/C(N)=N/OC(=O)c2cccc3ccccc23)c1
7	-2	5	-6	-2	1	-2	-2	3	S=c1[nH]nc(-c2n[nH]c3c2CCC3)n1/N=C/C=C/c1ccco1
1	.	30*	.	.	-1	-10	1	-7	COC(=O)c1ccc(N2C(c3ccsc3)=Cc3cc4c(cc3C2CC(=O)c2ccco2)OCO4)cc1 (centres undefined)
1	-3	-8	-4	5	2	-5	3	-2	CCOC(=O)N1CCN(C(=O)CN(C2CCCCC2)S(=O)(=O)c2ccc(Cl)cc2)CC1
4	1	6	0	-1	4	-6	2	3	CCC(=O)Nc1cccc(NC(=S)NC(=O)c2ccccc2C)c1
5	-1	0	1	-1	9	-9	2	15	CN(C)c1ccc(/C=C(/NC(=O)c2ccccc2)C(=O)NCCN2CCOCC2)cc1
-5	5	10	-1	-3	0	9	3	8	O=C(N/N=C/C(Cl)=C\c1ccccc1)c1ccco1

In another format: entries from further up
SMILES,M5 antag,M1 PAM,M4 antag,CHRM1 agonist,M1 antag,CHRM4 agonist,CHRM5 PAM,TAAR1 ag,M5 ag
Cc1nc(NC(=O)c2ccccc2)sc1-c1csc(N)n1,1,8,-8,2,-4,3,0,19,-1
COC(=O)C(C)Sc1nc(N)c(NC(=O)c2ccco2)c(=O)[nH]1 (centres undefined),1,-1,-13,-2,0,1,-4,2,1
C=CCC[C@H](Cc1ccc(F)cc1)C(=O)OC[C@@H](NC(=O)[C@H](CC=C)CC(=O)NCCO)C(C)(C)C,-5,3,-4,-2,-9,9,-1,14,4

Screening results: PubChem BioAssay, The Scripps Research Institute Molecular Screening Center
